Source: PubChem (several laboratories)
GC-A act = GC-A (human) enzyme activation; P16066; HEK293 GC-A cells, cGMP TR-FRET, EC30 ANP; 0% at EC30 ANP, 100% saturating ANP; activation, % at 10 µM; 370,000 compounds, 0.14% hits; in the data active = activation above about 40%
hgDAF-12 ag = activates the H. glycines DAF-12 receptor ligand-binding domain; activation, % at 6.8 µM; AID 687014; HEK293 GAL4-hgDAF12 UAS-luciferase reporter, agonist luminescence; normalized to butyrate control; 370,000 compounds, 1.8% hits;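 active = activation above a cutoff set at the mean of all screened compounds plus 3 SD, cut at about 10% in these data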;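 also: 0% = DMSO wells and 100% = sodium butyrate wells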
ADAM10 inh = inhibitors of human ADAM10; O14672; recombinant ADAM10, EDANS/DABCYL FRET peptide cleavage, 3 h; inhibition, % at 7 µM; 370,000 compounds, 0.62% hits; AID 720582;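 active = inhibition above a per-campaign cutoff equal to the mean of compounds falling between control-based bounds plus 3 SD, cut at about 20% in these data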;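 also: 0% = DMSO wells while the 100% control is not disclosed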
PG9 binder = small molecules binding HIV-1 gp120 antibody PG9 | inhibition, % at 6.7 µM | 360,000 compounds, 0.43% hits | TR-FRET gp120-PG9 antibody binding; in the data active = inhibition above about 8.5%
SMARCA2 activ = activators of SMARCA2 function. MG213 cells, MMTV-luciferase reporter, dexamethasone, overnight. activation, % at 9.1 µM. 370,000 compounds, 1% hits. AID 652017; in the data active = activation above about 7.8%;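 also: 0% = vehicle wells and 100% = reference activator wells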
hcDAF12 agonist = H. contortus DAF-12 activation, primary screen; activation, % at 6.8 µM; AID 652067; HEK293 hcDAF-12 lit1-tk-luc reporter, luminescence; 0% DMSO, 100% Δ7-dafachronic acid; 370,000 compounds, 1.4% hits;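 active = activation above the mean of all tested compounds plus 3 SD, cut at about 5.5% in these data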;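 also: 100% = response to 3 µM Δ7-dafachronic acid high control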
DAX1 inh-1 = NR0B1 (DAX1) inhibition; HEK293 Gal4-DAX1 luciferase reporter, luminescence; inhibition, % at 6.75 µM; 340,000 compounds, 0.99% hits; AID 504766;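 active = inhibition above the mean over all tested compounds plus 3 SD, cut at about 4.2% in these data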;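 also: 0% = DAX1-transfected cells with DMSO and 100% = empty-vector control cells with DMSO; inhibition shows as a rise in luminescence from relieved DAX1 repression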
Target sequence (P51843 207-470 limits assumed): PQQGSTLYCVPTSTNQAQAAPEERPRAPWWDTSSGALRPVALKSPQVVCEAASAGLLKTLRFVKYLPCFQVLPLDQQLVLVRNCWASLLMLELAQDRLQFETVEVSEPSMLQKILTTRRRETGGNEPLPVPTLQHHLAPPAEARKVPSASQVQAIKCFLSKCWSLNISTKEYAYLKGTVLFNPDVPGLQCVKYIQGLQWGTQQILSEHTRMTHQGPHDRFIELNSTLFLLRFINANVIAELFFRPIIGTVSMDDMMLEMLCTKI
ADAM17 inh = ADAM17 inhibition, QFRET primary screen | recombinant ADAM17, EDANS/DABCYL FRET peptide cleavage | inhibition, % at 6.95 µM | 370,000 compounds, 0.83% hits | AID 720648;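 active = inhibition above the mean of compounds lying between control limits plus 3 SD, set per campaign, cut at about 8.5% in these data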;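 also: 0% = DMSO-only wells as the low control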
Target sequence (P78536 215-824 limits assumed): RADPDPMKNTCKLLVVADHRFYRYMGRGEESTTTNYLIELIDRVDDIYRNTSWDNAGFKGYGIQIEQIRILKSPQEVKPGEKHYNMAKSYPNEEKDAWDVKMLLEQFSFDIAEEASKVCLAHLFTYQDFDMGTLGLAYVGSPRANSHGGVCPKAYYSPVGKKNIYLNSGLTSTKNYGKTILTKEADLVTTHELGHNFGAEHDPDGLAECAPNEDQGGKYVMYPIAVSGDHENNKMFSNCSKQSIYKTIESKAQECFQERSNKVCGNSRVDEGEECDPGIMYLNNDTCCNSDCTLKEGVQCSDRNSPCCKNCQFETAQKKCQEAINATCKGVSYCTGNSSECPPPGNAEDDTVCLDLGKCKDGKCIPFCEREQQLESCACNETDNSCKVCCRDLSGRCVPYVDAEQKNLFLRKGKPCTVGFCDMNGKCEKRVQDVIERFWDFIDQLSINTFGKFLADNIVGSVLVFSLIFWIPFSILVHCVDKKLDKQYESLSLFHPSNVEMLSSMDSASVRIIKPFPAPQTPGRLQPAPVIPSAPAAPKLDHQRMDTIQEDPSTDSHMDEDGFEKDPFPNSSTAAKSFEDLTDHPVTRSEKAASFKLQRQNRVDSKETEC
ssDAF12 agonist = S. stercoralis DAF-12 activation, primary screen. HEK293 ssDAF-12/GRIP1 lit1-tk-luc reporter, luminescence; % of 3 µM dafachronic acid response. activation, % at 6.8 µM. 370,000 compounds, 1% hits. AID 652126;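 active = activation above the mean over all tested compounds plus 3 SD, cut at about 0.9% in these data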;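 also: 0% = DMSO-only wells and 100% = 3 µM delta7-dafachronic acid wells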
GAA850 FXN act = frataxin GAA850 promoter activation. HEK293 lucGAA850 FXN promoter luciferase reporter, 24 h; percent of 10 µM SAHA response. activation, % at 6 µM. 360,000 compounds, 0.56% hits. AID 540364;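 active = activation above the average of all compounds screened plus 3 SD, cutoff fixed separately per campaign, cut at about 7.5% in these data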;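 also: 0% = DMSO wells and 100% = 10 µM SAHA wells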
DAX1 inh-2 = blocks DAX1 repression of SF-1 activated StAR promoter | inhibition, % at 6.8 µM | 370,000 compounds, 1.1% hits | AID 652010 | HEK293T StAR-luciferase reporter, SF-1/DAX-1 repression relief;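 active = inhibition above the mean over all tested compounds plus 3 SD, cut at about 3.6% in these data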;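 also: 0% = DAX-1 cells with DMSO and 100% = cells lacking DAX-1 with DMSO; higher inhibition means more luminescence from relief of DAX-1 repression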
An asterisk follows results filed as active; x = no result given.

No.	canonical_smiles	GC-A act	hgDAF-12 ag	ADAM10 inh	PG9 binder	SMARCA2 activ	hcDAF12 agonist	DAX1 inh-1	ADAM17 inh	ssDAF12 agonist	GAA850 FXN act	DAX1 inh-2
1	CCn1c(Cc2cccs2)nnc1SCC(=O)NC1CC1	3	4.2	-9	-0.1	0	0.1	1.8	-6	-1.2	1.8	1.0
2	Cc1ccc(OC(=O)N2CCOCC2)cc1	-1	3.8	1	-0.6	0	-1.3	-0.1	1	-1.4	3.5	0.4
3	CCOc1ccccc1C1CC(c2ccc(Br)cc2)Nc2nc(N)nn21 (centres undefined)	-10	2.0	-44	0.8	-1	1.1	0.9	-10	-1.8	1.0	3.0
4	C=CCNC(=S)Nc1ccc2nc(C)oc2c1	-2	2.3	-4	-0.2	-5	-1.2	0.2	-6	-1.6	0.2	0.5
5	Cc1ccc(NC(=O)c2ccccn2)c(Br)c1	-11	19*	2	-0.8	4	9.9*	6.4*	-1	3.1*	2.1	8.5*
6	O=C(COC(=O)C1CCC(=O)N1)Nc1ccc(Cl)cc1Cl (centres undefined)	0	-2.1	-3	-0.4	7	-0.3	-0.1	0	-1.5	2.1	-0.7
7	CC(C)(C)N(Cc1cc2ccccc2[nH]c1=O)C(=O)c1cccnc1	1	-0.5	-16	2.0	-2	-1.2	-0.3	1	-0.8	-0.2	-0.4
8	CC1Oc2ccccc2C=C1/C=N/NC(=O)c1ccccc1 (centres undefined)	-4	14*	-326	-3.7	1	1.9	1.4	-103	-1.2	1.5	1.7
9	Cc1ccc(S(=O)(=O)Nc2ccc3c(c2)C(=O)N([C@H](C)CO)C[C@H](C)[C@H](CN(C)C(=O)Nc2cccc4ccccc24)OCCCC[C@@H](C)O3)cc1	-2	2.0	-18	-1.0	2	2.5	1.4	-5	-0.1	-3.6	1.2
10	CCN(CC)CCNc1ncnc2c1sc1nc(N3CCCC3)c3c(c12)CC(C)(C)OC3	23	-3.3	-28	-3.1	8.3*	1.4	-0.4	-5	-0.4	6.7	1.5
11	CCOC(=O)C1CCCN(C(=O)CN2C(=O)COc3ccc(C(C)(C)C)cc32)C1 (centres undefined)	x	-2.6	3	-2.6	0	-0.1	-0.8	2	-1.6	0.5	0.4
12	CCOC(=O)c1c(C)n(C)c2ccc(OCC(O)CN3C(=O)c4ccccc4S3(=O)=O)cc12 (centres undefined)	5	0.2	19	2.6	1	-2.9	-0.6	3	-1.9	1.7	-0.1
13	CCC(C)NC(=S)N(Cc1cc2cc(C)ccc2n2nnnc12)CC(C)(C)NC(C)C (centres undefined)	-6	-0.9	-11	-0.4	1	-1.1	0.2	-10	-0.6	1.7	0.0
14	O=C(Nc1ccc(NC(=O)c2cc3ccccc3o2)cc1)c1ccc2c(c1)OCCO2	-8	-2.2	14	-0.3	1	-0.2	-1.5	-2	-2.2	-15	-1.4
15	COc1cccc(C(=O)NCCS(=O)(=O)NCc2ccco2)c1	4	0.7	1	1.8	-2	1.4	0.8	-2	-1.0	-1.3	2.2
16	CC(=O)Nc1ccc(S(=O)(=O)N(C)c2ccc(OCC(=O)Nc3ccccc3C(C)=O)cc2)cc1	-3	-2.3	11	-0.5	-2	-1.5	-1.7	6	-1.4	0.6	-2.5
17	COc1ccccc1CN1CC(C(=O)NC2CCOCC2)CCC1=O (centres undefined)	2	0.3	8	0.2	4	1.6	0.1	-4	-1.0	1.1	-0.3
18	Cc1ccc(OCC(=O)N(Cc2ccccc2)C(C)(C)C)c([N+](=O)[O-])n1	-7	-2.4	0	0.8	0	-1.8	-2.0	-5	-1.3	0.6	-0.3
19	CC(=O)Nc1ccc(NC(=O)Nc2ccc(C)c(C)c2)cc1	2	5.4	-5	-1.0	2	-0.8	-0.5	-3	-1.5	1.3	-0.5
20	CCCCOc1ccc(/C(N)=N/O)cc1	0	2.6	6	-1.1	0	-0.9	1.3	0	-0.8	2.0	-0.3
21	COc1ccc(/C=N/N2CCOCC2)cc1O	-1	4.5	-2	-1.5	0	0.9	2.3	-1	-0.9	1.5	0.4
22	Cc1cccc(C(OC(=O)c2ccco2)C(=O)NCc2ccccc2)n1 (centres undefined)	-5	0.7	1	-1.2	5	-0.5	-0.5	-2	-1.6	1.6	1.5
23	CCN(CC(=O)NCc1cccs1)C(=O)c1ccccc1Cl	0	0.0	0	0.0	-3	-0.3	0.0	4	-1.4	1.2	-0.5
24	N#Cc1ccccc1OCC(=O)N1CCc2ccccc2C1	-4	-3.3	-4	0.1	-3	-0.5	0.1	-2	-0.5	2.0	-0.4
25	CCCc1cc(=O)oc2cc(OCC(=O)NCCc3c[nH]c4ccccc34)ccc12	-13	2.1	-19	1.8	0	0.1	2.5	-1	-1.4	1.6	-2.0
26	COC(=O)c1ccc(COC(=O)C2CCN(S(=O)(=O)c3c(C)cc(C)cc3C)CC2)o1	-2	2.0	5	-0.8	0	0.2	-0.1	6	-1.4	1.4	0.8
27	Cc1ccccc1C1CC(c2ccc(F)cc2)Nc2nc(N)nn21 (centres undefined)	0	-3.0	-82	-2.0	-3	-3.0	-0.6	-23	-1.8	-1.0	0.3
28	CCN1CCN(CCC(=O)Nc2ccc3c(c2)OCO3)CC1	-2	0.1	3	-0.9	-3	1.5	1.3	5	-1.1	1.7	0.0
29	Cc1cc(Cn2nc(-c3ccccc3)cc2C(=O)NCc2cccc(Br)c2)on1	8	-1.8	37*	-3.0	1	-1.2	-0.1	11*	-1.6	-0.5	-0.7
30	CCN(C(=O)COC(=O)c1ccccc1NC(=O)c1ccco1)C1CCS(=O)(=O)C1 (centres undefined)	-3	0.9	3	-2.2	0	-0.6	0.5	0	-1.7	-1.9	0.1
31	COc1cc(/C=C(\C#N)C(N)=O)ccc1OS(=O)(=O)c1ccc(C)cc1	-1	2.6	-2	4.2	-1	0.7	0.9	-3	-1.2	0.8	-0.5
32	CC(C)CC(C(=O)O)C(C)CC(=O)Nc1ccn(-c2ccccc2)n1 (centres undefined)	-6	-0.2	0	-0.2	0	2.3	0.7	0	-0.9	0.4	0.2
33	NC(N)=NCCC[C@H](NC(=O)OCc1ccccc1)C(=O)O	1	0.5	0	-1.3	1	3.3	0.7	-3	0.3	2.3	0.8
34	CCCn1c(SCC(=O)NCc2ccccc2)nnc1-c1ccncc1	5	0.1	-7	-0.7	-7	-0.7	-0.3	-6	-0.7	-0.2	-0.6
35	O=C(Oc1c(Cl)cc(Cl)c2cccnc12)N1CCCCC1	5	-0.9	-16	0.7	-2	-2.1	0.7	-5	-1.6	0.4	-0.9
36	Cc1ccc2sc(N(CCCN(C)C)C(=O)c3nc4ccccc4s3)nc2c1C	-8	1.6	1	-1.1	0	0.2	1.4	0	-1.1	1.2	-0.2
37	COC(=O)c1ccc(NC(=O)N2CCCC(C(=O)c3ccccc3OC)C2)cc1 (centres undefined)	1	-6.4	2	-2.7	0	-0.7	-0.1	3	-1.9	0.7	-0.1
38	CCN1CCN(c2nnc(-c3ccc(F)cc3)c3ccccc23)CC1	4	1.0	1	0.5	-2	-0.1	2.0	1	-1.4	3.5	-0.4
39	Cc1nnc(SC(C)C(=O)Nc2ccc(N3CCOCC3)cc2)n1Cc1ccccc1 (centres undefined)	-3	3.0	-1	2.0	-1	-0.5	0.4	1	-0.8	2.1	0.8
40	CCOC(=O)C1CCN(C(=O)COC(=O)C2CCN(S(=O)(=O)c3ccc(C)c(C)c3)CC2)CC1	1	4.0	-13	-2.0	-1	-0.6	-1.1	-2	-0.5	2.9	-1.2
41	O=c1cc(-c2ccc3c(c2)OCCO3)oc2ccc(Cl)cc12	4	12*	-35	2.0	3	0.5	1.7	-8	0.6	4.6	1.7
42	c1n[nH]c(SCCCCSc2ncn[nH]2)n1	6	0.6	-7	-0.3	0	-0.9	0.4	-2	-1.5	-0.9	-0.3
43	Cc1ccc2c(CN(Cc3ccccc3)Cc3ccccc3)cc(=O)oc2c1	-2	0.7	2	0.3	1	1.1	x	-1	-0.5	x	2.9
44	CC(C)(C)c1ccc(COC(=O)CN2C(=O)NC3(CCCC3)C2=O)cc1	2	-0.3	-4	-0.4	-4	-0.7	-0.4	3	-1.0	0.2	-1.0
45	CN(Cc1ccccc1)C(=O)c1csc([C@@H]2C[C@H](O)[C@@H](CO)O2)n1	0	-0.1	-3	-1.0	-1	-0.8	x	-3	-0.9	0.2	1.0
46	COc1cc(F)ccc1-c1csc(C(O)c2ccc(F)c(F)c2)n1 (centres undefined)	-2	3.2	12	0.5	2	-1.9	x	6	-1.8	1.8	-0.5
47	COC1=C(Nc2ccc(O)cc2)C(=O)c2ccccc2C1=O	-10	-0.8	-14	-28	-2	-0.2	-2.7	-4	-0.5	4.3	-1.1
48	CCc1nn(C)c(-c2n[nH]c(=S)n2N)c1Cl	-2	0.1	-11	0.2	-1	-0.4	1.4	-12	-1.3	-0.9	0.0

Structures above that bear a hit mark in ssDAF12 agonist:
entry	SMILES	GC-A act	ADAM10 inh	PG9 binder	SMARCA2 activ	hcDAF12 agonist	DAX1 inh-1	ADAM17 inh	ssDAF12 agonist	DAX1 inh-2
5	Cc1ccc(NC(=O)c2ccccn2)c(Br)c1	-11	2	-0.8	4	9.9*	6.4*	-1	3.1*	8.5*

Later entries:
No.	canonical_smiles	GC-A act	hgDAF-12 ag	ADAM10 inh	PG9 binder	SMARCA2 activ	hcDAF12 agonist	DAX1 inh-1	ADAM17 inh	ssDAF12 agonist	GAA850 FXN act	DAX1 inh-2
49	O=C(CSc1nnc(CNC(=O)c2cccs2)o1)NCc1ccc(F)cc1	1	1.9	0	1.3	-1	0.1	-0.4	-3	-1.2	2.5	-0.7
50	COc1cccc(NC(=O)CN2C(=O)NC(C)(CCC(C)C)C2=O)c1 (centres undefined)	3	2.7	-3	-1.3	-2	-1.0	1.1	-5	-1.5	2.2	-0.3
51	CC(=O)NCC1(c2ccccc2)CCN(CCCC(=O)c2ccc(F)cc2)CC1	-6	0.1	-8	2.4	5	0.2	1.5	-1	-1.0	-0.1	0.3
52	Cc1ccc(S(=O)(=O)NC23CC4CC(CC(C4)C2)C3)cc1	0	-1.1	-1	0.8	-4	-2.3	-0.4	3	-1.2	3.0	-1.2
53	CCOC(=O)C1=C(O)CSC1=Nc1ccc(Cl)cc1	5	-1.8	4	-0.1	-1	-2.0	0.3	0	-1.3	0.1	0.1
54	COc1ccc([N+](=O)[O-])cc1NC(=S)Nc1ccccc1	2	-0.1	-3	-0.1	0	2.2	0.5	-1	-0.4	3.4	0.2
55	Nc1nc(CSc2ccccc2)nc(N2CCCCC2)n1	2	5.0	-9	0.5	2	2.4	0.6	-1	-0.9	7.9*	0.7
56	COc1ncnc2c1oc1nc(CC(C)C)c3c(c12)CC(C)(C)OC3	6	-0.6	-1	-1.5	-1	-1.8	-0.6	-2	-1.8	0.8	-0.4
57	CC(=O)Nc1cccc(C(=O)/C=C/c2ccc(F)cc2)c1	0	2.7	0	0.3	-1	-1.9	-2.3	4	-2.4	-5.3	0.1
58	CCSc1nnc(-c2cccnc2)n1-c1ccc(C)c(Cl)c1	3	0.2	-2	0.8	-1	-0.6	-0.4	-2	-1.8	0.5	-0.2
